Bioassay records deposited in PubChem by several laboratories.
cardiac RTF act – cardiac RTF calcium sensitization. IANBD-labeled TnC RTF fluorescence at EC20 calcium; 0% EC20 calcium, 100% full calcium. activation, % at 7.2 µM. 340,000 tested, 0.24% active;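 active = activation above the mean over all tested compounds plus 3 SD, cut at about 30% in these data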;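 note: rise in fluorescence read as greater calcium sensitivity of cardiac thin filaments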
CAL PDZ FP-1 – human CAL PDZ-peptide interaction inhibition | purified CAL PDZ, TMR-peptide fluorescence polarization, 1 h | inhibition, % at 20 µM | 330,000 tested, 0.02% active | AID 504414;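 active = highest replicate inhibition of at least 40%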;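 note: plate controls were DMSO neutral control wells for no effect and unlabeled competitor peptide control wells for full effect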
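material = purified tagged CAL PDZ domain construct (CerCALP) | compound dosing = 20 µM, one dose | times = 1 h at RT | measured by = fluorescence polarization from S- and P-plane intensities, G-factor corrected | read-out = inhibition from polarization loss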
CDK5 inh – CDK5/p35 (human) kinase inhibition; Q00535+Q15078; inhibition, % at 10 µM; 330,000 tested, 0.01% active; AID 488839; Recombinant CDK5/p35, ADP-Glo luminescence, 60 min;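 active = highest replicate inhibition of at least 50% and at least 75% of replicates reaching 50%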;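 note: plate controls were DMSO neutral control for no effect and GW8510 at 10 µM for full effect; many of its hits are not listed in these tables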
dFosB activator – enhances mouse delta FosB homodimer DNA binding. AID 493131. purified delta FosB, TAMRA-CDK5 oligo fluorescence polarization; percent of positive-control signal above neutral wells. P13346. 340,000 tested, 0.99% active. activation, % at 25 µM;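 active = mean activation above about 17%, with every replicate also reaching it, limit read from the data, passing the limit was not always enough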;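 note: fluorescence polarization rise as delta FosB binds a TAMRA Cdk5 AP-1 oligo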
Target sequence (P13346 whole entry, looked up): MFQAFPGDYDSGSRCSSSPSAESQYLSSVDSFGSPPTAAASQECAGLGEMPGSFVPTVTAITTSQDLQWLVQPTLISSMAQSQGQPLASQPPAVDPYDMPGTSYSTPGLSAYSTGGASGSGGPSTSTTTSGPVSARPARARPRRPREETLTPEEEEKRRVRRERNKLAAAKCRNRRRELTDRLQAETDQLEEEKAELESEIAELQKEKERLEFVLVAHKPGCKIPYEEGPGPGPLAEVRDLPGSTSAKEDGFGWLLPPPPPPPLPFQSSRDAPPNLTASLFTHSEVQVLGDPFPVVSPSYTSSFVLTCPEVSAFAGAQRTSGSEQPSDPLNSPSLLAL
MITF TRPM1 HTS – activators of MITF-driven TRPM1 promoter activity in SK-MEL-5 cells; AID 588334; activation, % at 12.5 µM; 300,000 tested, 0.75% active; SK-MEL-5 TRPM1-promoter luciferase, 24 h; % of positive control, neutral wells = 0;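 active = mean activation of at least 80% with every replicate also reaching 80%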;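 note: 0% = neutral control wells and 100% = parthenolide positive control wells; values of inactives mirror those of a sister screen read the other way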
Rtt109 Vps75 – C. albicans Rtt109 histone acetyltransferase inhibition; inhibition, % at 34.9 µM; purified Rtt109/Vps75, ThioGlo CoA-SH fluorescence, 4 h; Q5AAJ8; 330,000 tested, 0.16% active;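 active = inhibition of at least 50% in every replicate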
Target sequence (Q5AAJ8 whole entry, looked up): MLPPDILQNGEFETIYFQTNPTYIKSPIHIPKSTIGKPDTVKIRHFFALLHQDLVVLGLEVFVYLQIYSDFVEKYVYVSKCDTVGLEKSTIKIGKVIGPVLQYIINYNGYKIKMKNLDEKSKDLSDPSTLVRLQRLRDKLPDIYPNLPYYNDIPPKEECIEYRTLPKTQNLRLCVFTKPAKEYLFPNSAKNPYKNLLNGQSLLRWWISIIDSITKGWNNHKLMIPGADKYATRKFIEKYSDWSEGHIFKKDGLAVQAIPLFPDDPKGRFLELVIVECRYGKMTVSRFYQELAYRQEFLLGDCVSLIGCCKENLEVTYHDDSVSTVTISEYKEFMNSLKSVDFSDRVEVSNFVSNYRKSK
Tat transport – inhibitors of E. coli Tat protein transport; inhibition, % at 10 µM; AID 488895; E. coli MC4100 TorA-mCherry Tat export, fluorescence; 340,000 tested, 0.036% active;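 active = mean replicate inhibition at least 50% and at least half of replicates individually reaching 50%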;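 note: exported cargo escapes ClpAP degradation while cytoplasmic cargo is degraded and loses fluorescence; 0% = median of neutral control wells and 100% = median of NaSCN control wells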
Wnt act – activates Wnt/beta-catenin signaling in a reporter cell assay; activation, % at 9.35 µM; AID 743398; 300,000 tested, 1.2% active; activator, plate reader; in the data active = activation above about 30%, passing the limit was not always enough;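 note: 0% = neutral control wells and 100% = positive control wells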
CAL PDZ FP-2 – inhibitors of human CAL PDZ peptide binding; Q9HD26; purified CAL PDZ, TMR-peptide fluorescence polarization, 1 h; inhibition, % at 24.9 µM; 300,000 tested, 0.92% active; AID 602252;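 active = mean inhibition of at least 30% with at least half of replicates also reaching 30%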;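 note: 0% = DMSO neutral control and 100% = excess unlabeled competitor peptide PRC23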
V-ATPase pHluor – yeast V-ATPase proton transport regulation by pHLuorin; S. cerevisiae, pHLuorin cytosolic pH fluorescence; response, % at 10 µM; 350,000 tested, 0.37% active; AID 504577; in the data active = response mostly above about 7.3%, no sharp cut-off; inactive = mostly below about 5.4%; note: actives read high; inactives centre near 0; some compounds called inactive have numbers as strong as hits; reference of the scale not given here
The depositor's hits bear a star.

For CCOC(=O)c1ccc(NC(=O)NCc2ccccc2)cc1 the results were cardiac RTF act 1, CAL PDZ FP-1 -3.5, CDK5 inh -0.2, dFosB activator 0, MITF TRPM1 HTS -4, Rtt109 Vps75 2, Tat transport -6, Wnt act 2, CAL PDZ FP-2 -8 and V-ATPase pHluor -4.
COc1ccc(S(=O)(=O)N2CCCCCC2)cc1C(=O)N(C)Cc1ccco1 was read as cardiac RTF act 1, CAL PDZ FP-1 -2.1, CDK5 inh 0.9, dFosB activator -13, MITF TRPM1 HTS 6, Rtt109 Vps75 0, Tat transport -6, Wnt act 2, CAL PDZ FP-2 -1 and V-ATPase pHluor 0.
Screening O=C1NC(=O)C2(COC3(CCCC3)OC2)S1 returned cardiac RTF act -1, CAL PDZ FP-1 -2.1, CDK5 inh 0.3, dFosB activator -3, MITF TRPM1 HTS 7, Rtt109 Vps75 -1, Tat transport -8, CAL PDZ FP-2 -2 and V-ATPase pHluor 0.
COc1ccc(Nc2nnc(-c3ccc(N4CCOCC4)c([N+](=O)[O-])c3)c3ccccc23)cc1 was read as cardiac RTF act -4, CAL PDZ FP-1 -1.8, CDK5 inh -1.4, dFosB activator 5, MITF TRPM1 HTS 4, Rtt109 Vps75 4, Tat transport 0, Wnt act 0 and V-ATPase pHluor -1.
`O=C(O)CSC1c2ccccc2C(=O)N1c1ccccc1` (stereo unspecified) gave cardiac RTF act -1, CAL PDZ FP-1 -1.4, CDK5 inh -4.3, dFosB activator -4, MITF TRPM1 HTS 2, Rtt109 Vps75 -8, Tat transport -2, Wnt act -1, CAL PDZ FP-2 -3 and V-ATPase pHluor -2.
Screening COc1ccc(/C=C(\NC(=O)c2ccccc2)C(=O)N2CCC(C)CC2)cc1 returned cardiac RTF act -9, CAL PDZ FP-1 -0.4, CDK5 inh 0.5, dFosB activator -5, MITF TRPM1 HTS -1, Rtt109 Vps75 7, Tat transport 10, Wnt act -1 and V-ATPase pHluor 1.
For COc1ccc([C@@H]2CC=C(C(=O)O)[C@H](c3cccc(Cl)c3)N2S(=O)(=O)c2ccc(Cl)cc2)cc1 the results were cardiac RTF act -5, CAL PDZ FP-1 -1.0, CDK5 inh 0.0, dFosB activator -9, MITF TRPM1 HTS -3, Rtt109 Vps75 24, Tat transport 3, Wnt act -2, CAL PDZ FP-2 -2 and V-ATPase pHluor 2.
`CC1CCN(c2ccc(-c3ccc(NC(=O)C(F)(F)F)cc3)nn2)CC1` gave cardiac RTF act 10, CAL PDZ FP-1 -1.2, CDK5 inh -0.2, dFosB activator -8, MITF TRPM1 HTS -6, Rtt109 Vps75 -1, Tat transport 2, CAL PDZ FP-2 -1 and V-ATPase pHluor -1.
Cc1ccc(S(=O)(=O)N2CCN(C(=O)CC(C)(C)C)CC2)cc1 was read as cardiac RTF act 3, CAL PDZ FP-1 -0.6, CDK5 inh -0.2, dFosB activator -6, MITF TRPM1 HTS -10, Rtt109 Vps75 -4, Tat transport 2, Wnt act 3, CAL PDZ FP-2 -3 and V-ATPase pHluor 0.
`CCN1CCN(C(=O)c2ccc(CN(c3ccccc3)S(=O)(=O)c3ccccc3)cc2)CC1` gave cardiac RTF act 3, CAL PDZ FP-1 -0.1, CDK5 inh -8.4, dFosB activator -7, MITF TRPM1 HTS 4, Rtt109 Vps75 -25, Tat transport -9, Wnt act -1, CAL PDZ FP-2 -2 and V-ATPase pHluor -3.
CC(C)(C)c1csc(N/N=C/c2ccc(O)cc2)n1 was read as cardiac RTF act 1, CAL PDZ FP-1 -0.5, CDK5 inh 2.4, dFosB activator 0, MITF TRPM1 HTS 97*, Rtt109 Vps75 -1, Tat transport -13, Wnt act 11 and V-ATPase pHluor 3.
`CC(C)N(CC(N)=O)c1ncnc2sc(-c3ccccc3)cc12` gave cardiac RTF act -6, CAL PDZ FP-1 -0.9, CDK5 inh 5.1, dFosB activator -2, MITF TRPM1 HTS -8, Rtt109 Vps75 9, Tat transport -4, Wnt act 0, CAL PDZ FP-2 -5 and V-ATPase pHluor 1.
`CC(=O)Nc1ccc(NC(=O)C2c3ccccc3Oc3ccccc32)cc1` gave cardiac RTF act 4, CAL PDZ FP-1 -1.7, CDK5 inh -4.0, dFosB activator -1, MITF TRPM1 HTS 0, Rtt109 Vps75 -23, Tat transport -1, Wnt act -2, CAL PDZ FP-2 0 and V-ATPase pHluor 3.
For COc1cc(C2c3cc4c(cc3C(OC3OC5COC(c6cccs6)OC5C(O)C3O)C3COC(=O)C23)OCO4)cc(OC)c1O (stereo unspecified) the results were cardiac RTF act 1, CAL PDZ FP-1 -1.2, CDK5 inh -0.6, dFosB activator -1, MITF TRPM1 HTS -75, Rtt109 Vps75 -1, Tat transport 7, Wnt act 16, CAL PDZ FP-2 -3 and V-ATPase pHluor -2.
`CCN(CC(=O)NC1CCS(=O)(=O)C1)S(=O)(=O)c1ccc(Cl)cc1C(F)(F)F` (stereo unspecified) gave cardiac RTF act 0, CAL PDZ FP-1 -2.2, CDK5 inh 0.7, dFosB activator 3, MITF TRPM1 HTS 4, Rtt109 Vps75 -8, Tat transport 4, Wnt act 1, CAL PDZ FP-2 -2 and V-ATPase pHluor -2.
CC(C)OC(=O)c1ccc(NC(=O)Cn2c(-c3nonc3N)nc3ccccc32)cc1 was read as cardiac RTF act 1, CAL PDZ FP-1 -0.4, CDK5 inh 2.7, dFosB activator 4, MITF TRPM1 HTS 3, Rtt109 Vps75 -14, Tat transport 2, Wnt act -4, CAL PDZ FP-2 -3 and V-ATPase pHluor -5.
CC(=O)N1CCN(CC(=O)c2ccc(Br)cc2)CC1 was read as cardiac RTF act -3, CAL PDZ FP-1 -2.6, CDK5 inh 1.8, dFosB activator 4, MITF TRPM1 HTS 13, Rtt109 Vps75 3, Tat transport -6, Wnt act -2, CAL PDZ FP-2 -1 and V-ATPase pHluor 2.
Cn1c(N)c(C(=O)COC(=O)c2ccccc2C(F)(F)F)c(=O)n(C)c1=O was read as cardiac RTF act -1, CAL PDZ FP-1 -1.9, CDK5 inh 0.1, dFosB activator -3, MITF TRPM1 HTS 2, Rtt109 Vps75 -1, Tat transport -5, Wnt act 0 and V-ATPase pHluor 1.
Cc1cc(C)c(OCC(=O)NCC2CCCO2)c(C)c1 (stereo unspecified) was read as cardiac RTF act 0, CAL PDZ FP-1 -0.9, CDK5 inh 0.9, dFosB activator -1, MITF TRPM1 HTS -6, Rtt109 Vps75 2, Tat transport -3, Wnt act -1, CAL PDZ FP-2 -6 and V-ATPase pHluor 3.
Screening C/C(=N\NC(=O)c1nnn(-c2nonc2N)c1CSc1ccc(Cl)cc1)c1cccnc1 returned cardiac RTF act -1, CAL PDZ FP-1 -1.8, CDK5 inh 0.5, dFosB activator -10, MITF TRPM1 HTS -7, Rtt109 Vps75 -5, Tat transport 0, Wnt act 3, CAL PDZ FP-2 0 and V-ATPase pHluor 2.
`Cc1ccc(Sc2ccc(C(=O)NC(C)C)cc2[N+](=O)[O-])cc1` gave cardiac RTF act -2, CAL PDZ FP-1 -0.1, CDK5 inh 0.0, dFosB activator -4, MITF TRPM1 HTS 2, Rtt109 Vps75 10, Tat transport -10, Wnt act 0, CAL PDZ FP-2 -4 and V-ATPase pHluor -1.
CCc1sc(C(=O)Nc2ccc(F)cc2C)cc1C was read as cardiac RTF act 9, CAL PDZ FP-1 0.1, CDK5 inh 0.0, dFosB activator 0, MITF TRPM1 HTS 49, Rtt109 Vps75 -9, Tat transport 0, CAL PDZ FP-2 4 and V-ATPase pHluor 0.
For Cn1c2c(c(=O)n(C)c1=O)C(c1ccc(O)cc1)Nc1ccccc1O2 (stereo unspecified) the results were cardiac RTF act -3, CAL PDZ FP-1 0.3, CDK5 inh 0.5, dFosB activator -2, MITF TRPM1 HTS 3, Rtt109 Vps75 3, Tat transport 0, CAL PDZ FP-2 -4 and V-ATPase pHluor 4.
For O=C(NCCCl)c1ccc(OCc2ccccc2)cc1Cl the results were cardiac RTF act 5, CAL PDZ FP-1 -3.0, CDK5 inh 0.6, dFosB activator -6, MITF TRPM1 HTS 35, Rtt109 Vps75 8, Tat transport -4, Wnt act 0, CAL PDZ FP-2 0 and V-ATPase pHluor -1.
`COc1ccc(OCCOCCN2CCc3ccccc3C2)cc1` gave cardiac RTF act 0, CAL PDZ FP-1 0.6, CDK5 inh 2.9, dFosB activator -3, Rtt109 Vps75 -1, Tat transport -4, Wnt act -6, CAL PDZ FP-2 2 and V-ATPase pHluor -1.
Screening COc1ccc(Cl)cc1NC(=O)CN1c2ccccc2CC1C (stereo unspecified) returned cardiac RTF act -4, CAL PDZ FP-1 -1.8, CDK5 inh 0.9, dFosB activator -13, MITF TRPM1 HTS -18, Rtt109 Vps75 -8, Tat transport -2, Wnt act -1, CAL PDZ FP-2 -2 and V-ATPase pHluor -1.
Screening Oc1ccc(/C=N\Nc2cc(N3CCOCC3)nc(N3CCOCC3)n2)c(O)c1 returned cardiac RTF act -6, CAL PDZ FP-1 1.5, CDK5 inh -3.7, dFosB activator 1, MITF TRPM1 HTS -5, Rtt109 Vps75 3, Tat transport 9, Wnt act 0, CAL PDZ FP-2 -3 and V-ATPase pHluor 1.
Screening Nc1nc(N)c(N=O)c(OCC2CCCCC2)n1 returned cardiac RTF act 6, CAL PDZ FP-1 0.9, dFosB activator -3, MITF TRPM1 HTS -13, Rtt109 Vps75 -2, Tat transport 11, Wnt act 0, CAL PDZ FP-2 2 and V-ATPase pHluor 0.
For COc1cccc(OCCNC(=O)Nc2cc(F)c(F)cc2Cl)c1 the results were cardiac RTF act 0, CAL PDZ FP-1 -1.9, CDK5 inh 0.1, dFosB activator 74*, MITF TRPM1 HTS 3, Rtt109 Vps75 1, Tat transport -1, Wnt act 3, CAL PDZ FP-2 -4 and V-ATPase pHluor -2.
CC1CC(C)(C)NC(=S)N1CCC(=O)N1CCN(c2ccccc2)CC1 (stereo unspecified) was read as cardiac RTF act 0, CDK5 inh 1.9, dFosB activator 3, MITF TRPM1 HTS 0, Rtt109 Vps75 4, Tat transport 3, Wnt act -1, CAL PDZ FP-2 -1 and V-ATPase pHluor 3.
Screening Cc1ccc(C(=O)CSc2nnc(COc3cccc4cccnc34)o2)cc1 returned cardiac RTF act 1, CAL PDZ FP-1 -0.8, CDK5 inh 10, dFosB activator -2, MITF TRPM1 HTS 11, Rtt109 Vps75 13, Tat transport 19, CAL PDZ FP-2 -4 and V-ATPase pHluor 8.
CCOC(=O)c1c(S(=O)(=O)Nc2ccc(C)cn2)c(C)n(C)c1C was read as cardiac RTF act 0, CAL PDZ FP-1 -0.7, CDK5 inh 1.0, dFosB activator -6, MITF TRPM1 HTS -6, Rtt109 Vps75 4, Tat transport -5, Wnt act 1 and V-ATPase pHluor 3.
For O=c1nc(-c2ccccc2)c(-c2ccccc2)n[nH]1 the results were cardiac RTF act 4, CAL PDZ FP-1 1.0, CDK5 inh -0.6, dFosB activator 4, MITF TRPM1 HTS -2, Rtt109 Vps75 -1, Tat transport 2, Wnt act 3, CAL PDZ FP-2 -3 and V-ATPase pHluor 1.
